Bioassay records deposited in PubChem BioAssay by National Center for Advancing Translational Sciences (NCATS).
USP1-UAF1 inh – inhibitors of human USP1/UAF1 deubiquitinase; Potency, µM (series often up to 57.1 µM), for inactives: top-dose activity change, negative = inhibition, usual class: inhibitors; 0.23% of 390,000 active; AID 743255; recombinant USP1/UAF1, Ub-Rhodamine cleavage fluorescence; further: potency means the concentration at half of the fitted maximal effect; on the % scale 0 is the no-effect control and ±100 the full control effect; nearly all actives have a fitted effect of over 60% in size; inactives centre near -12
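Step one: compound is pinned into 1nM USP1/UAF1 in HEPES pH 7.8 buffer with TCEP. Step two: 15 min room-temperature incubation. Step three: Ub-Rho (150nM final) starts cleavage, tracked by fluorescence over six one-minute reads.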
PI4K2A block – inhibitors of human PI4K2A; purified PI4K2A, ADP-Glo luminescence, 1 h; stronger effect = lower value; 0.13% of 420,000 active; AID 1346378; activity change, negative = inhibition, % at 76.9 µM; Q9BTU6; in the data active means activity change below about -50%; inconclusive means mostly about -30% to -49%;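 further: -100% = wells without enzyme as full effect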
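ADP-Glo luminescence measured ADP generated by PI4K2A enzyme (4 ug/mL before mixing) with 1.2 mM PI substrate (pre-mix) and 300 microM ATP (pre-mix). Tris pH7.5 buffer with MgCl2, Triton X-100; 1 h reaction at ambient temperature.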
PGK inhibitor – blocks T. brucei phosphoglycerate kinase; P07378; PGK/GAPDH coupled, Kinase-Glo luminescence, 60 min; Potency, µM (series often up to 57.5 µM), for the others: top-dose activity change, negative = inhibition, hits mostly inhibitors; 0.043% of 380,000 active; further: potency means the concentration at half of the fitted maximal effect; on the % scale 0 is the no-effect control and ±100 the full control effect; nearly all actives have a fitted effect of over 60% in size
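Luminescent ATP detection (Kinase-Glo Plus) follows a 60-minute room-temperature incubation, with wells lacking PGK as controls. Buffer: 100 mM TEA (pH 7.6), 5 mM MgCl2, 0.01% Tween-20. Coupling enzyme GAPDH (100 nM final) supplies unstable 1,3-BPG in-well.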
TrxR1 substrate – substrates of rat thioredoxin reductase 1; O89049; purified TrxR1 substrate turnover, NADPH consumption readout; Potency, µM (doses to about 114 µM), without a hit: top-dose activity change, negative = substrate turnover; 0.01% of 390,000 active; further: potency means the concentration at half of the fitted maximal effect; on the % scale 0 is the no-effect control and ±100 the full control effect; nearly all actives have a fitted effect of over 50% in size
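Rat TrxR1, dispensed at 90 nM, was prereduced with 400 uM NADPH (final) for 5 min at ~22 deg C, then incubated with compound 15 min before 400 uM selenite. A first-read NADPH fluorescence drop versus no-compound background flagged substrates.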
IDH1 R132H inh – human IDH1 R132H inhibition | O75874 | IDH1-R132H enzyme, NADPH consumption, diaphorase/resazurin fluorescence | Potency, µM (series often up to 76.6 µM), inactives show at the highest dose activity change, negative = inhibition, hits mostly inhibitors | 0.093% of 390,000 active | AID 602179; further: potency means the concentration at half of the fitted maximal effect; on the % scale 0 is the no-effect control and ±100 the full control effect; nearly all actives have a fitted effect of over 65% in size
Target sequence (O75874 whole entry R132H, stated change not applied): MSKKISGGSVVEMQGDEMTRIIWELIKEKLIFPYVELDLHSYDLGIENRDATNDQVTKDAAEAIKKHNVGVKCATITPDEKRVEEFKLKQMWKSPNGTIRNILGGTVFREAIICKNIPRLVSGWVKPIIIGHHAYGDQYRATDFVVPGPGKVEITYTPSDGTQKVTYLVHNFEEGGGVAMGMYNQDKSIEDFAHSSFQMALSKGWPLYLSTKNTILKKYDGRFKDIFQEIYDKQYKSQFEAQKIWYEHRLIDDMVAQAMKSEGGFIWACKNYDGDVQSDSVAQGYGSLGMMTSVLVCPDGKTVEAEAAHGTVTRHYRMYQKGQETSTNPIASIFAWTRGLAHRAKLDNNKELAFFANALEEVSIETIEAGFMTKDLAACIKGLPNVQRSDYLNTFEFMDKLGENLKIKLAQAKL
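IDH1-R132H (0.5 ug/mL) preincubated 30 min with compound, then NADPH (0.016 mM) and alpha-KG (2 mM) added; 80 min at RT, pH 7.5. Remaining NADPH coupled via diaphorase/resazurin to fluorescence (540/590 nm); concentration-response curves normalized to no-enzyme control.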
HP1b chromo inh – HP1-beta chromodomain-methylated histone interaction inhibition; P83916; AlphaScreen HP1-beta / biotin-H3K9me3 peptide binding; Potency, µM (titrated, usually from 114 µM), inactives show at the top dose activity change, negative = inhibition, most hits filed as inhibitors; 0.56% of 390,000 active; further: potency means the concentration at half of the fitted maximal effect; nearly all actives have a fitted effect of over 70% in size; inactives centre near 23
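HP1-beta protein (50 nM final) preincubated 30 min at room temperature with biotinylated H3(1-18)K9me3 peptide (50 nM) in PBS pH 7.4, 0.01% Tween-20, then compound added for 30 min. AlphaScreen streptavidin donor/nickel chelate acceptor beads (10 ug/mL final), 30 min dark, luminescence read.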
Pin1 inh – human Pin1 inhibition; Q13526; Pin1 FP peptide displacement, HiFluor488, 10 min; Potency, µM (highest dose often 115 µM), inactives show top-dose activity, negative = inhibition, most hits filed as inhibitors; 0.009% of 390,000 active; AID 504891; active means well fitted inhibition curve with a large enough effect in the polarisation, with a control signal flat, not every such curve was filed as active; inconclusive means small, poorly fitted or top-dose-only effect, or effect the other way, or a change in a side signal; inactive means no such curve, though single readings can be large or run the other way; the % refers to the polarisation; further: potency means the concentration at half of the fitted maximal effect; on the % scale 0 is the no-effect control and ±100 the full control effect
rTrxR1 inhibitor – inhibitors of rat thioredoxin reductase 1 | 1% of 390,000 active | recombinant rTrxR1, NADPH fluorescence consumption, selenite substrate | AID 588453 | Potency, µM (top dose mostly 114 µM), for the others: at the top dose activity change, negative = inhibition, most hits filed as inhibitors | O89049; further: potency means the concentration at half of the fitted maximal effect; on the % scale 0 is the no-effect control and ±100 the full control effect; nearly all actives have a fitted effect of over 65% in size
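Rat TrxR1 (90 nM in the dispensed reagent) was pre-reduced with 400 uM NADPH for 5 min at room temperature, then incubated with compound for 15 min. After 400 uM selenite was added, NADPH fluorescence (Ex 340/Em 450 nm) was followed for 8 min.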
GLS inh – glutaminase GLS (human) inhibition | O94925 | GLS enzymatic activity, qHTS titration | Potency, µM (highest dose often 45.5 µM), without a hit: at the highest dose activity change, negative = inhibition, hits mostly inhibitors | 0.21% of 410,000 active; further: potency means the concentration at half of the fitted maximal effect; on the % scale 0 is the no-effect control and ±100 the full control effect
Target sequence (O94925 whole entry, looked up): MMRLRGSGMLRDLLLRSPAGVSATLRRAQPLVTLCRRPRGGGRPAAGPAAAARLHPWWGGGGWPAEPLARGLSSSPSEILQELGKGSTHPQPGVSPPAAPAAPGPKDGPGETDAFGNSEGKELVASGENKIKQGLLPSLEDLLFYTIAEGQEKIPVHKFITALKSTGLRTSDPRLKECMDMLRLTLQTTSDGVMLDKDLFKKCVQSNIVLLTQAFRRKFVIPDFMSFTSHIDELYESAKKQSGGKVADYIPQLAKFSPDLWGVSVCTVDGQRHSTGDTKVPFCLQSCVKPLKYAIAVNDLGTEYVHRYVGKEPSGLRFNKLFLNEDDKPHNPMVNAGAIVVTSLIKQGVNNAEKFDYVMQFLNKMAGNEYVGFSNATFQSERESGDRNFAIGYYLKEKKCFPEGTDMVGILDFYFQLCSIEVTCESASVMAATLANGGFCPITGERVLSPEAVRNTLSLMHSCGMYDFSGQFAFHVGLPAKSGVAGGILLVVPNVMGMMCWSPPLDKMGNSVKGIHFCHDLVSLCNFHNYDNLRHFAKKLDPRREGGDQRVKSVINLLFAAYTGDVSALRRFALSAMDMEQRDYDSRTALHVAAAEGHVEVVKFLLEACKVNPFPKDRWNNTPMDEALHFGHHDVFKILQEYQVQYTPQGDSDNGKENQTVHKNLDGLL
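Two-point fluorescence kinetic (t0, 30 min RT) for hKGA; glutamate detected via glutamate oxidase–HRP–Amplex Red. Substrate: 1 mM L-glutamine solution; buffer 45 mM KH2PO4, pH 8.2.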
* marks the source's active call; other numbers are inactive results; i = inactive; ? = inconclusive; & = joins results of further samples; [ ] = dose if it differs, or a comment. Unless noted, the call rests on the fitted dose curve; in most records, active means well fitted curve in the direction sought with a large enough effect; inconclusive means small, poorly fitted or top-dose-only effect, or another doubt; inactive means no such curve, though single readings can be large; an effect the other way counts as inactive or inconclusive.

entry	Molecule	USP1-UAF1 inh	PI4K2A block	PGK inhibitor	TrxR1 substrate	IDH1 R132H inh	HP1b chromo inh	Pin1 inh	rTrxR1 inhibitor	GLS inh
1	CCOc1ccc(NC(=O)C(NS(=O)(=O)c2cccc3nsnc23)c2ccccc2)cc1 (centres undefined)	3%	-2	-7%	0%[57.1 µM]	-3%	11%	2%	12%[57.1 µM]	0%
2	O=C(Nc1cccc(Br)c1)C1CC(=O)N(C2CCCC2)C1 (centres undefined)	-18%	3	-10%	4%	0%	20%[57 µM]	3%	13%	0%
3	CCCc1cc(-c2nc(-c3ccc(C)cc3)cs2)ccn1	?	-4	-6%	-1%	17%	295%[activator]	10%	5%	1%
4	O=C(C1CCCN(S(=O)(=O)c2cccc3nonc23)C1)N1CCC(Cc2ccccc2)CC1 (centres undefined)	3%	1	-1%	3%	1%	-2%	?	20%	-2%
5	CCn1c(/C=C/c2cc(Br)ccc2O)nc2ccccc2c1=O	-16%	2	-9%	12%	-11%	16%	13%	21%	4%
6	COc1cc(N)c2ncsc2c1	-8%	1	1%	14%[57.1 µM]	13%	5%	-1%	16%[11.4 µM]	1%
7	O=C(c1cc(COc2ccc(F)cc2Cl)on1)N1CCC(c2ccncc2)CC1	-16%	2	-7%	1%	1%	18%	-1%	10%[57.1 µM]	6%
8	Cc1ccc(C(C)C)c(OCC(=O)NNC(=O)C2CSC3(C)CCC(=O)N23)c1 (centres undefined)	-16%	3	-9%	0%	5%	45%[activator]	?	4%	-1%
9	O=C(NC1CCCCC1)C1CCCN1S(=O)(=O)c1cccc2nsnc12 (centres undefined)	-13%	-2	-9%	-13%	4%	3%	0%	-10%	-13%
10	CCC(Oc1ccccc1)C(=O)Nc1ccccc1N1CCCCC1 (centres undefined)	-26%	-1	-2%	3%	-2%	116%[activator]	1%	9%	1%
11	COc1ccc(S(=O)(=O)NCCc2ccco2)cc1OC	-19%	1	i	0%	4%	44%[activator]	7%	14%	-10%
12	COc1ccc(C(=O)Nc2ccc(OCc3cc(=O)n4ccsc4n3)cc2)cc1OC	-19%	-4	0%	2%	-1%	40%[activator]	-5%	10%	-4%
13	Cc1cc(C)nc(N/N=C/C=C/c2ccccc2)n1	-6%	-1	i	-23%	3%	31%	-3%	?	-3%
14	O=C(CSc1ccc(-c2cccnc2)nn1)N1CCCC1	-15%	-4	i	-7%	22%	22%	-2%	7%[57.1 µM]	5%
15	Cc1ccc(C(C(=O)NC(C)(C)C)N(CCCN2CCOCC2)C(=O)c2ccc(-c3ccccc3)[nH]2)o1 (centres undefined)	?	7	2%	1%	-2%	20%	-2%	15%[57.1 µM]	0%
16	CC1(C2CC2)NC(=O)N(CC(=O)N2CCN(c3ccc(F)cc3)CC2)C1=O (centres undefined)	-8%	-4	-5%	-5%	1%	39%	-5%	-3%	14%
17	CCc1ccc(OC(C)C(=O)Nc2ccccc2C(=O)N2CCOCC2)cc1 (centres undefined)	1%	-6	-5%	0%	3%	23%	-2%	14%	11%
18	COC(=O)c1ccsc1NC(=O)CCc1ccccc1	-14%	1	0%	6%	3%	18%	-1%	24%	-1%
19	COc1ccc(Oc2ccccc2C=O)cc1	-15%	5	0%	-25%[57.1 µM]	11%	64%	0%	3%[57.1 µM]	2%
20	Cc1c(NC(=O)COc2ccc(C(C)C)cc2)c(=O)n(-c2ccccc2)n1C	-13%	6	-7%	-10%	7%	29%	-10%	-17%	-8%

The listing continues:
Below each compound – USP1-UAF1 inh | PI4K2A block | PGK inhibitor | TrxR1 substrate | IDH1 R132H inh | HP1b chromo inh | Pin1 inh | rTrxR1 inhibitor | GLS inh
#21 O=C(C1=C[C@@H](C2CCCCC2)C[C@@H](OCCCCO)O1)N1CCOCC1
→ -23% | 0 | 3% | 7% | 16% | 21% | 3% | 6% | 0%
#22 O=C(NCC1CCCO1)C(c1cccs1)N(C(=O)Cn1nnc(-c2cccs2)n1)C1CCCC1 (centres undefined)
→ -4% | 7 | -4% | -3% | 8% | 22% | 20% | -21% | 3%
#23 CCNc1oc(-c2ccccc2F)nc1S(=O)(=O)c1ccccc1
→ 5% | 2 | -3% | 2% | -1% | 16% | -4% | ? | 1%
#24 COc1ccc(Cl)cc1S(=O)(=O)Nc1cccc(-c2ccc(N3CCCC3)nn2)c1
→ -12% | -3 | -4% | -1%[57.1 µM] | -14% | 17%[57 µM] | -13% | 3%[57.1 µM] | 1%
#25 O=C(Cn1c(NCCO)nc2ccccc21)NCCc1ccc(F)cc1
→ 1% | 3 | -3% | 7%[57.1 µM] | -3% | 23% | -3% | -1%[57.1 µM] | 30%
#26 Cc1cccc(N2CCN(c3ccc(C(=O)O)cc3NC(=O)c3ccccc3F)CC2C)c1 (centres undefined)
→ -22% | -6 | -13% | 3%[57.1 µM] | -18% | ? | -8% | 21%[57.1 µM] | -26%
#27 COc1ccccc1/C=C/CN1CCC(Oc2cc(C(=O)NC3CC3)ccc2OC)CC1
→ -16% | -2 | -3% | 0% | -1% | 9% | 0% | 22% | -3%
#28 COc1ccc(Cc2nnc(SCC(=O)Nc3ccc(C)cc3)n(N)c2=O)cc1
→ -12% | 5 | 0% | -5% | 2% | 24% | 0% | -3% | 3%
#29 CSc1nc2ncnc(N)c2[nH]1
→ -12% | 0 | -2% | 6%[57.1 µM] | -4% | 7% | 2% | -1%[57.1 µM] | 6%
#30 N#C/C(=C/c1ccccc1[N+](=O)[O-])c1nnc2n1CCCCC2
→ -16% | -1 | -9% | -6% | 4% | 20% | 0% | -17% | 2%
#31 CN(CCc1cnn(C)c1)Cc1cn[nH]c1-c1ccc(-c2ccccc2)cc1
→ -3% | -1 | 0% | 7%[57.1 µM] | 1% | 28% | -1% | ? | -13%
#32 O=C(NCCN1CCN(C(=O)c2ccc([N+](=O)[O-])cc2)CC1)C(=O)NCc1ccccc1
→ -3% | 1 | 5% | 3% | -6% | 10% | 3% | 2% | 7%
#33 CC(C)(C)CN1CCNC[C@H]1Cc1ccc(O)cc1
→ -18% | 5 | -8% | -2%[57.1 µM] | 3% | 42%[activator] | 0% | 12%[57.1 µM] | 7%
#34 Cc1cccc(CS(=O)(=O)c2ncc(Cl)c(C(=O)Nc3nnc(C(C)C)s3)n2)c1
→ -20%&-23% | -23&-15 | 1% | -2%&2% | 5%&12% | 31%[57 µM] | 0%&-9% | 25µM* | 0%&2%
#35 CCOc1ccc(CNC(=O)C2CCN(S(=O)(=O)c3ccc4c(c3)CCCC(=O)N4)CC2)cc1
→ -12% | -5 | -10% | 0% | 1% | 12% | 1% | 25% | 5%

Entries of single compounds from above. Order of screens: USP1-UAF1 inh, PI4K2A block, PGK inhibitor, TrxR1 substrate, IDH1 R132H inh, HP1b chromo inh, Pin1 inh, rTrxR1 inhibitor, GLS inh
O=C(NCCN1CCN(C(=O)c2ccc([N+](=O)[O-])cc2)CC1)C(=O)NCc1ccccc1 as listed: -3%, 1, 5%, 3%, -6%, 10%, 3%, 2%, 7%
O=C(C1=C[C@@H](C2CCCCC2)C[C@@H](OCCCCO)O1)N1CCOCC1 as listed: -23%, 0, 3%, 7%, 16%, 21%, 3%, 6%, 0%

New compounds follow
Below each compound – USP1-UAF1 inh | PI4K2A block | PGK inhibitor | TrxR1 substrate | IDH1 R132H inh | HP1b chromo inh | Pin1 inh | rTrxR1 inhibitor | GLS inh
#36 COCCCNc1nc2c(-c3ccc(Cl)cc3)nnn2c2ccccc12
→ -9% | -2 | -3% | 17% | 8% | 20% | 0% | 47%[activator] | 0%
#37 CCOc1ccccc1-n1c(C)cc(C=O)c1C
→ -18% | 1 | -3% | 5%[57.1 µM] | 18% | -2% | -7% | 6%[57.1 µM] | 0%
#38 COc1cccc(Nc2nc(N)nc(CCl)n2)c1
→ -2% | 1 | 0% | 4% | 1% | 29% | 10% | -13%[57.1 µM] | 7%
#39 Cc1ccc(C)c(NC(=O)C2CCCN2S(=O)(=O)c2ccc3c(c2)n(C)c(=O)c(=O)n3C)c1 (centres undefined)
→ 4%&-25% | 10&-1 | -4%&-6% | 7%&8% | 14%&19% | 53%&22%[activator] | -4%&-3% | 14%&16% | -9%&-14%
#40 COC(=O)/C=C1/N/C(=N\c2nc(C)cc(C)n2)N(c2ccc(C)c(C)c2)C1=O
→ -14% | 3 | -2% | 2%[57.1 µM] | 2% | 4% | 53%[activator] | -5%[57.1 µM] | 13%
#41 COc1ccc(NS(=O)(=O)c2ccc(C)c(C(=O)N3CCCCCCC3)c2)cc1
→ -18% | 3 | -6% | -14% | 1% | 16% | 1% | -12% | 2%

Entries shown so far with a thiophene ring, fused or not (2):
Below each compound – USP1-UAF1 inh | PI4K2A block | PGK inhibitor | TrxR1 substrate | IDH1 R132H inh | HP1b chromo inh | Pin1 inh | rTrxR1 inhibitor | GLS inh
#18 COC(=O)c1ccsc1NC(=O)CCc1ccccc1
→ -14% | 1 | 0% | 6% | 3% | 18% | -1% | 24% | -1%
#22 O=C(NCC1CCCO1)C(c1cccs1)N(C(=O)Cn1nnc(-c2cccs2)n1)C1CCCC1 (centres undefined)
→ -4% | 7 | -4% | -3% | 8% | 22% | 20% | -21% | 3%

Not all compounds are listed (hit frequency here may not be typical).
